# hiPSC survival = enhancers of single-cell hiPSC survival, primary screen, ATPlite luminescence; AID 602274, 2012; 360,000 compounds, 0.044% hits; survival enhancement, % at 20 µM; 100% = ROCK inhibitor wells, 0% = DMSO; in the data active = survival enhancement above about 18%;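 also: cells exposed to compounds for 16 hours before the ATP read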
# NR2E3 ag-1 = inhibitors of NR2E3-RetCOR corepressor binding, primary screen, NR2E3 agonist project, biochemical, TR-FRET, GST-NR2E3, biotin-RetCOR; Photoreceptor-specific nuclear receptor (Homo sapiens), Q9Y5X4; 1536-well; AID 2300, 2010; 320,000 compounds, 0.12% hits; inhibition of corepressor binding, % at 4.78 µM;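 active = percent inhibition above the cutoff of mean plus 3 SD of all tested compounds, set per screening campaign, cut at about 20% in these data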;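 also: 0% = DMSO wells and 100% = biotin wells as full block of FRET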
# Target sequence (Q9Y5X4 whole entry, looked up): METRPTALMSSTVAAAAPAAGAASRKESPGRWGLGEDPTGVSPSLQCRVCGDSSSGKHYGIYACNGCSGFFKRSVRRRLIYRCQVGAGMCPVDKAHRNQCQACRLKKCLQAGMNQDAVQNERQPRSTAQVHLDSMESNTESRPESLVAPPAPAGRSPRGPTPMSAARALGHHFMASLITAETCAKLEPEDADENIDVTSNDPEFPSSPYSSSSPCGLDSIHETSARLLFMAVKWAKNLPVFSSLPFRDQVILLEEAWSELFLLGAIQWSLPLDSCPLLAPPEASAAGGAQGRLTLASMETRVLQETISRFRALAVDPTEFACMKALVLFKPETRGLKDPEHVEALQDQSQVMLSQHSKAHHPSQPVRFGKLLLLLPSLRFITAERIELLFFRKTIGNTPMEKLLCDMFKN
#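 Assay system: NR2E3–RetCOR corepressor complex. Quantity: 1.35 nM GST-NR2E3. Buffer or medium: pH 7.5 Tris-based buffer. Reagent: biotinylated RetCOR corepressor at 7 nM final. Schedule: 5 h at 4 °C. Detection: TR-FRET, emission read at 617 and 671 nm. Replicates: one well per compound, singlicate testing.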
# H9c2 protect = cardioprotection against H2O2-induced cell death, primary screen, uHTS, H9c2 cells, ATPLite luminescence | 360,000 compounds, 0.63% hits | protection from H2O2 cell death, % at 20 µM | H9c2 cardiomyocytes, H2O2 injury protection, 2 h;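 active = compounds giving at least 50% protection of heart cells from peroxide-induced death in the single-dose screen, raw or plate-pattern-corrected value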;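 also: 0% = DMSO wells with peroxide and 100% = DMSO wells without peroxide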
# NR2E3 ag-2 = NR2E3 agonists in two-hybrid cells, primary screen, cell-based, luminescence, CHO-S, Gal4-NCOR/VP16-NR2E3; luciferase; 360,000 compounds, 0.35% hits; AID 602229, 2012; inhibition of corepressor binding, % at 3.98 µM;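 active = inhibition above the mean of all tested compounds plus 3 SD, cut at about 70% in these data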;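 also: 0% = DMSO with NR2E3 transfected cells and 100% = cells lacking NR2E3 construct; higher means lower luciferase signal from less NR2E3 corepressor binding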
# HTR2A ag = mouse Htr2a agonists via beta-arrestin recruitment, primary screen, cell-based, luminescence. CHO-K1 mHTR2A beta-arrestin complementation; percent of 30 µM serotonin response. 360,000 compounds, 0.66% hits. 5-hydroxytryptamine receptor 2A (Mus musculus), P35363. activation, % at 7.6 µM;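 active = activation above a run cutoff, the mean activation of all tested compounds plus 3 SD, cut at about 14% in these data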;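 also: 0% = plate median of compound wells and 100% = 30 µM serotonin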
# HIF-2a block = HIF-2a reporter inhibitors, primary screen, luminescence, 786-0 RCC cells. 786-0 RCC cells HIF-2a reporter, luciferase luminescence, overnight. 360,000 compounds, 0.72% hits. inhibition, % at 18.8 µM. AID 624352, 2012;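 active = inhibition of the luminescence signal of 40% or more relative to plate controls, in a single-dose primary screen at 18.75 µM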
# Peg3 prom inh = Peg3 promoter-driven luciferase inhibitors, primary screen, cell-based, HeLa, luciferase luminescence; AID 588405, 2011; 360,000 compounds, 1.7% hits; HeLa PEG-Prom luciferase reporter, overnight; inhibition, % at 20 µM;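 active = inhibition of at least 50% at 20 µM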
# Shn3 inh set2 = reduction of Shn3 3'UTR firefly luciferase signal, primary screen, Schnurri-3 inhibitor project, cell-based, Clone20 osteoblasts, set 2; Clone20 osteoblast Shn3 3'UTR firefly luciferase, 24 h; 360,000 compounds, 0.52% hits; inhibition, % at 12.5 µM;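 active = mean inhibition of at least 75% with every replicate also reaching 75%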;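 also: 0% = median of neutral control wells and 100% = pilot-screen positive control compound; some compounds past the cut are filed as inactive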
# PDI inh = inhibitors of human PDI, primary screen, biochemical, turbidity, single point, plate reader | AID 588391, 2011 | 350,000 compounds, 0.052% hits | PDI insulin aggregation turbidity, A650, 90 min | inhibition, % at 10 µM | Protein disulfide-isomerase (Homo sapiens), P07237;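 active = mean inhibition across replicates of 30% or more, whatever share of single replicates reach that level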;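 also: absorbance from insulin aggregation driven by PDI reduction with DTT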
# Target sequence (P07237 whole entry, looked up): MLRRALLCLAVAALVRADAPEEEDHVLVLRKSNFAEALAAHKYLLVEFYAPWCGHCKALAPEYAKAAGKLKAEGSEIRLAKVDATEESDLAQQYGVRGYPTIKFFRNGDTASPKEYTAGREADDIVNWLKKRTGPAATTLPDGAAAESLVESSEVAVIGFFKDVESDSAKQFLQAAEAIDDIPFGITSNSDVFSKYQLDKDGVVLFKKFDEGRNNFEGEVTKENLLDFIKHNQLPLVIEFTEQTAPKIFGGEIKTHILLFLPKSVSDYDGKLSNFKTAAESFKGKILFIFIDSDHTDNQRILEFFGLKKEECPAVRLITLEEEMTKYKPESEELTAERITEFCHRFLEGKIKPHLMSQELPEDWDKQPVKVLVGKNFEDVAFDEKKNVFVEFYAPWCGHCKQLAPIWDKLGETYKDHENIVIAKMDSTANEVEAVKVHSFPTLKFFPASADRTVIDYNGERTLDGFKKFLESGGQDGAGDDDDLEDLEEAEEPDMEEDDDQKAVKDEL
# CaV13 ICDI inh = Disruptors of the CACNA1D IQ motif to Ca2+-dependent inactivation inhibitor domain association, primary screening, Förster resonance energy transfer in intact living … | HEK cells, CFP/YFP FRET ICDI-IQ, plate reader, 10 min; percent FRET-ratio fall versus neutral wells | inhibition, % at 12.3 µM | 340,000 compounds, 0.098% hits | AID 743397;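 active = mean replicate inhibition of at least 30% and at least 1% of replicates passing that level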;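 also: 0% = median of the neutral control wells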
# TRPM1 prom inh = inhibitors of MITF-dependent TRPM1 promoter reporter, primary screen, cell-based, SK-MEL-5, single point, luciferase. SK-MEL-5 TRPM1 promoter luciferase, 24 h. inhibition, % at 12.5 µM. 330,000 compounds, 0.83% hits. AID 488899, 2010;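 active = mean inhibition across replicates of 60% or more, whatever share of single replicates reaches that level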; also: values of inactives mirror those of a sister screen read the other way
# * = called active by the depositor; . = not tested or not shown.
# Order of values: hiPSC survival	NR2E3 ag-1	H9c2 protect	NR2E3 ag-2	HTR2A ag	HIF-2a block	Peg3 prom inh	Shn3 inh set2	PDI inh	CaV13 ICDI inh	TRPM1 prom inh
OCCN(Cc1ccccc1)c1ncnc2sccc12
 : 0.2	2.1	-7.8	34.5	2.3	14.5	7.3	14.0	-7.8	-4.1	17.5
Cc1ccc(-n2nc(C)c3c(C)c(CCC(=O)NCC4CCCO4)c(=O)n(C)c32)cc1 (centres undefined)
 : -0.3	3.9	0.5	-30.6	-7.8	6.5	20.4	8.2	7.2	-6.9	17.6
Cc1ccc(NC(=O)c2ccco2)c(NC(=O)c2ccccc2)c1
 : 0.4	6.7	-0.2	-21.8	4.7	10.3	22.9	-3.6	-11.1	-5.6	-4.6
Cc1cccc(NC(=O)CSc2nc3ccccc3o2)c1
 : -0.4	0.7	-4.6	-99.6	-4.7	-251.1	-149.0	-52.1	-0.3	-8.9	-47.6
CCN1C(=O)c2ccccc2S(=O)(=O)c2ccc(C(=O)NCC(OC)OC)cc21
 : 2.5	-4.4	-0.3	-25.4	-0.2	22.3	8.1	-1.2	-0.1	-4.3	-7.7
Nc1n[nH]c(N)c1N=Nc1ccccc1
 : 0.4	-4.9	12.2	-43.2	0.4	-50.6	-20.3	-5.6	1.7	14.5	1.4
COc1ccc(OCC(O)CN2CCc3ccccc3C2)cc1 (centres undefined)
 : -0.4	-0.1	-4.1	-8.5	-6.3	4.0	1.8	4.5	1.8	-1.9	-2.8
COc1ccccc1NC(=O)c1cc(Sc2nncn2C)nc2ccccc12
 : 8.1	2.9	3.8	0.9	1.2	3.7	20.7	19.6	-1.9	.	14.9
O=C(CSc1nnc(-c2ccccc2O)o1)N1CCc2ccccc2C1
 : -0.4	3.2	4.0	-32.3	-4.4	-13.7	-18.6	-2.9	-7.3	-6.8	1.6
CCOc1ccccc1N=Nc1c(C)[nH]n(C(N)=S)c1=O
 : 0.3	1.0	5.5	-13.8	3.1	0.5	29.3	20.4	10.5	-18.5	1.5
Cc1[nH]c2ccccc2c1C(=O)C(=O)NCC1CCCO1 (centres undefined)
 : -0.8	1.6	6.6	5.1	3.3	9.7	4.2	-6.9	3.2	-6.5	-1.6
O=C(CCc1ccccc1)N=C1SC2CS(=O)(=O)CC2N1c1ccccc1 (centres undefined)
 : -0.5	0.3	-0.6	-17.5	12.2	3.2	1.2	-11.2	-2.7	-2.7	-8.3
CCOC(=O)c1ccc(-c2ccc(/C=N/NC(=O)Cc3nnc(N)s3)o2)cc1
 : -0.4	-3.1	2.3	-124.8	-3.5	-153.9	-215.0	-40.4	-4.7	-2.4	-28.5
COc1ccc(C2C(C#N)=C(N)Oc3c2oc(CO)cc3=O)cc1 (centres undefined)
 : -0.2	2.7	2.2	18.3	4.3	16.0	21.5	-17.0	-1.7	-1.6	33.7
Cc1ccc(NC(=O)COC(=O)c2nn(C)c(=O)c3ccccc23)cc1F
 : -1.8	.	-3.4	-8.6	1.0	-11.8	3.1	-8.2	-0.4	-6.2	2.9
O=C(NCCO)c1cccc2c1-c1ccccc1C2=O
 : -0.6	-0.8	3.1	7.3	1.0	24.6	-2.6	1.1	-8.6	-2.7	-7.3
O=C1C=C(c2ccc3[nH]ccc3c2)CCC1
 : 1.9	-1.1	-4.7	-47.5	-6.7	-308.2	-285.6	-98.5	2.7	-10.7	-86.9
COc1ccc(NCc2nnc(SCC(=O)Nc3ccc(OC)cc3OC)o2)cc1
 : -1.6	0.0	-3.3	20.2	3.0	-18.4	-20.1	-10.7	-7.7	-1.0	1.6
O=C(Nc1ccccc1C(=O)NC(Cc1ccc(O)cc1)C(=O)O)c1ccccc1 (centres undefined)
 : 1.5	-0.6	0.2	-1.0	-0.5	5.5	-14.0	7.0	4.0	-2.2	-1.6
CCCOc1ccc(N2C(=O)CC(N3CCCC(C(=O)N4CCCC4)C3)C2=O)cc1 (centres undefined)
 : -0.9	1.9	4.4	-0.8	-1.4	9.1	4.4	-10.8	-0.7	.	2.8
COc1ccc(Br)cc1C1Nc2ccccc2C(=O)N1NC(=O)c1ccncc1 (centres undefined)
 : -0.4	3.1	14.9	-17.6	3.9	20.2	11.8	0.6	4.9	.	16.9
COc1ccc(-c2nc3ccccc3c(C(=O)Nc3ccc(S(=O)(=O)Nc4cc(C)on4)cc3)c2C)cc1
 : 5.3	5.0	6.5	-13.7	-0.5	6.5	26.6	7.4	9.4	.	8.6
CN(c1ccccc1)c1nc(N)c([N+](=O)[O-])c(Nc2ccc(F)cc2)n1
 : 0.3	-2.8	-8.5	-28.0	-0.6	0.3	38.8	7.0	2.9	-2.9	4.8
Cc1n(-c2ccccc2)c2ccc(Cl)cc2[n+]1CCO
 : -0.2	1.9	-4.1	-14.9	5.9	17.4	11.4	7.7	14.8	-4.2	0.7
O=C1CCCc2ccccc2N1Cc1cccc(F)c1
 : -2.2	3.1	-1.2	-15.4	-0.2	19.2	17.5	-22.0	-5.8	-6.5	11.8
O=C(Nc1cccc([N+](=O)[O-])c1)NN1CCCCCC1
 : 2.4	.	-24.1	7.1	-5.7	-25.1	15.4	15.7	-38.2	-10.8	-6.3
O=[N+]([O-])c1ccc(C=NN2CCCCCC2)cc1
 : 0.1	.	-7.9	-78.3	-6.4	-320.2	-376.3	-59.5	-0.7	-11.5	-46.3
C[C@H](CO)N1C[C@H](C)[C@@H](CN(C)C(=O)Nc2ccccc2)Oc2ccc(NC(=O)Nc3ccc(C(F)(F)F)cc3)cc2C1=O
 : -1.5	.	-2.1	-33.8	5.0	11.0	1.3	11.5	-2.7	-4.2	2.2
COCCC(=O)Nc1ccc2c(c1)CN(C(=O)CCSC)CC2
 : 0.5	-3.5	-4.3	10.8	-1.3	7.9	0.7	-8.4	0.8	-4.8	7.7
CCN1CC(CN(C)Cc2cn(-c3cccc(C)c3)nc2-c2cccc(F)c2)CC1=O (centres undefined)
 : -0.1	-3.0	21.1	-36.5	-1.0	-52.4	-21.1	-51.4	4.4	-3.2	-13.8
CN(CC(=O)Nc1ccc(F)cc1)C(=O)c1ccc(OCc2cn3ccccc3n2)cc1
 : 1.3	.	-2.1	0.9	-1.4	-72.9	-27.0	-8.6	1.5	-17.4	-10.7
Cc1ccc(-c2nnn(CC(=O)N3c4ccccc4CCc4ccccc43)n2)cc1
 : 0.1	3.4	0.5	-1.8	2.2	12.2	1.0	23.3	-5.2	-9.1	12.5
Cc1ccc(S(=O)(=O)N2CCC(=O)N([C@H](COCc3ccc(Cl)cc3Cl)Cc3ccccc3)CC2)cc1
 : -0.7	.	.	-24.7	-7.2	8.4	.	.	.	-6.8	.
CCOC(=O)C1C(=O)C=C(Nc2ccccc2F)CC1c1ccccc1 (centres undefined)
 : 0.8	-0.7	17.1	-93.6	-1.7	-130.2	-144.6	-50.2	12.9	-1.6	-65.8
Cc1ccc(NC(=O)C2CCCN(S(=O)(=O)c3c(C)noc3C)C2)c(Br)c1 (centres undefined)
 : -0.3	2.3	2.1	-10.2	5.2	-1.5	1.5	5.4	7.5	-13.9	14.5
CCN(C(=O)COC(=O)CNC(=O)c1ccc(F)cc1)C1CCS(=O)(=O)C1 (centres undefined)
 : -0.1	-1.0	-7.6	4.9	-2.1	2.5	6.0	1.2	0.4	-5.7	2.3
CCC(=C(c1ccc(O)cc1)c1ccc(OCCN(C)C)cc1)c1ccccc1
 : -1.4	.	0.2	-21.0	1.5	5.4	-12.3	14.3	-4.6	-4.2	.
Cc1cccc(-n2c(C)cc(/C=N/NC(=O)c3ccc(CN4CCOCC4)cc3)c2C)c1
 : 0.2	2.5	-8.7	-1.7	-1.6	1.8	8.0	6.2	-4.9	-6.9	16.2
COc1ccc(-c2cc(C(=O)N3CCCCC3)c3ccccc3n2)cc1OC
 : -0.3	3.1	7.3	-20.6	-2.0	4.4	9.6	7.3	-13.7	.	14.3
CCCCCCCCOc1ccc(C2CC(=O)NC2=O)cc1 (centres undefined)
 : -0.7	3.5	-7.5	-35.9	3.1	8.3	5.6	-52.4	-0.2	-1.6	.
Cc1cc(C(=O)OCC(=O)NCc2ccco2)c(C)n1-c1ccc(F)cc1
 : -1.0	-0.5	-8.5	-46.1	-6.4	-4.7	-22.1	42.4	-3.6	-6.4	24.7
COc1ccc(NC(=O)Nc2ccc3c(c2)CCC3)cc1
 : -0.4	0.9	0.4	-71.2	-4.9	-180.0	-190.2	-61.4	2.0	.	-103.9
COc1cc(C2=NOC(C(=O)NC3CCCCC3)C2)cc(OC)c1OC (centres undefined)
 : -1.8	1.2	-7.1	2.0	-1.6	-4.7	12.3	-0.9	-4.3	-4.2	18.3
CCCCn1c(N)c(N(CC)C(=O)CSCC(=O)Nc2ccc(OC)cc2)c(=O)[nH]c1=O
 : 1.0	-1.1	2.8	0.7	14.4	5.3	-6.9	-2.0	7.9	-2.7	3.1
Clc1ccc(-c2cn3cc(Br)ccc3n2)cc1Cl
 : -3.4	16.6	-17.6	-170.5	-1.7	-86.1	-67.2	-37.5	-0.3	-14.4	-1.9
COC/C=C/C1=CC(=O)C[C@H](c2ccc3c(c2)OCO3)C1
 : -3.0	-4.8	2.6	9.3	-1.3	6.8	-6.9	3.1	4.5	-12.7	9.5
CCCCC(=O)NC(=S)Nc1cccc(Cl)c1N1CCCCC1
 : -2.3	2.2	-7.9	13.2	3.6	7.3	25.0	7.2	-2.5	-2.8	-2.3
CC(OC(=O)c1ccc(-n2cnnn2)cc1)C(=O)NCc1ccccc1 (centres undefined)
 : -0.3	-0.7	-3.7	-0.9	3.2	13.9	8.9	-11.4	4.9	-4.3	0.5
CN(C)Cc1ccccc1CNC(=O)c1ccc(Cl)c(S(=O)(=O)NC2CC2)c1
 : -2.3	.	7.6	-33.6	-3.9	8.3	1.6	-31.6	7.5	-5.3	.

# Part of the list above, bar-delimited:
compound | hiPSC survival | NR2E3 ag-1 | H9c2 protect | NR2E3 ag-2 | HTR2A ag | HIF-2a block | Peg3 prom inh | Shn3 inh set2 | PDI inh | CaV13 ICDI inh | TRPM1 prom inh
Cc1ccc(-c2nnn(CC(=O)N3c4ccccc4CCc4ccccc43)n2)cc1 | 0.1 | 3.4 | 0.5 | -1.8 | 2.2 | 12.2 | 1.0 | 23.3 | -5.2 | -9.1 | 12.5
CN(C)Cc1ccccc1CNC(=O)c1ccc(Cl)c(S(=O)(=O)NC2CC2)c1 | -2.3 | . | 7.6 | -33.6 | -3.9 | 8.3 | 1.6 | -31.6 | 7.5 | -5.3 | .

# Source: PubChem BioAssay
